# Bioassay records from PubChem BioAssay.
# FN deposit inh: inhibitors of fibronectin matrix deposition, primary screen, AH1F cells, Alexa488-fibronectin fluorescence, plate reader; AID 743247, 2014; actives 0.086% (n = 350,000); AH1F fibroblasts, overnight; inhibition, % at 12.6 µM;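 active = mean inhibition across replicates of 30% or more, regardless of how many single replicates reach that level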;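 also: positive control wells lacked labelled fibronectin entirely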
#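 material = AH1F fibroblast monolayer depositing Alexa488-labelled fibronectin into matrix | amount = 10000 AH1F cells/well | buffer or medium = DMEM plus 2% serum, read in PBS | incubation = 1 h cell adhesion before compound, then overnight fibronectin incubation | detection = fluorescence at 485 nm excitation, 525 nm emission | evaluation = percent inhibition as loss of matrix-bound fibronectin fluorescence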
# EWS-Fli inh: EWS/Fli-driven NR0B1 reporter inhibitors, primary screen, A673 cells, NR0B1 luciferase, luminescence, MLPCN library; AID 651661, 2012; viability-normalised; actives 0.67% (n = 350,000); inhibition, % at 12.6 µM;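 active = mean inhibition of at least 50% after viability correction, with every replicate also passing that limit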;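 also: firefly luciferase signal divided by Alamar Blue viability fluorescence both relative to DMSO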
# E-selectin induc: E-selectin induction in HUVECs, primary screen, imaging, HUVEC, immunofluorescence imaging, single point; P16581; normalized: neutral wells 0, TNF-alpha wells 100; activation, % at 7.58 µM; actives 0.37% (n = 260,000);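 active = mean E-selectin-positive cell signal at least 10% of the positive control, reached in at least 60% of replicates, without over 20% cell loss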;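 also: in these data hits start at about 27%; measured in HUVEC primary endothelial cells; signal is the percent of cells scored E-selectin positive by PE staining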
# Target sequence (P16581 whole entry, looked up): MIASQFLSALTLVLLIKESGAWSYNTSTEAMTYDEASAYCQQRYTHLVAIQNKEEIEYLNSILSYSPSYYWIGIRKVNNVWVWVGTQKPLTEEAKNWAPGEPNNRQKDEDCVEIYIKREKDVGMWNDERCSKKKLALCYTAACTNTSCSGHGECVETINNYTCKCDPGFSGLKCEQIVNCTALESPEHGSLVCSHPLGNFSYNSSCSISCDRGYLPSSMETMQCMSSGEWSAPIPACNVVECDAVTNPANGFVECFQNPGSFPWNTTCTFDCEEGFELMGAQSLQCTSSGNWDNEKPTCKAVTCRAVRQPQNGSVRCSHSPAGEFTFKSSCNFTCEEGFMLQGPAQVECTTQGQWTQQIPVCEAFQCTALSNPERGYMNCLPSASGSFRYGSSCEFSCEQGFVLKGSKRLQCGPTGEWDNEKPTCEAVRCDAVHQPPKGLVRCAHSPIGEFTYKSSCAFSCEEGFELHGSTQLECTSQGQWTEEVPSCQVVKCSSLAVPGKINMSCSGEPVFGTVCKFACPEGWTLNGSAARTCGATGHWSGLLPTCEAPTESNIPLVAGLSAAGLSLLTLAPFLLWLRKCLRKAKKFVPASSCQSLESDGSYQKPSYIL
#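 Assay system: HUVEC primary endothelial cells. Input: 3,000 HUVEC seeded per well. Doses: one compound dose added by pin transfer. Read-out basis: % PE-positive cells. Benchmarks: TNF-alpha high, DMSO low. Detection: immunofluorescence imaging. Buffer or medium: EGM-2, gelatin.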
# esBAF inh: Bmi1 luciferase reporter increase in mESCs, primary screen, esBAF inhibitor project, mouse ES cells, Bmi1 luciferase knock-in, single point; 24 h; 100% = twice the neutral-well signal; AID 602393, 2012; actives 2% (n = 350,000); reporter increase, % at 12.5 µM; in the data active = activation above about 40%;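 also: 0% = median of the plate's neutral control wells and 100% = double that signal; a rise in the Bmi1 reporter signal indicates esBAF inhibition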
# Xi reactivation: activators of inactive X chromosome reactivation, primary screen, imaging, XiGFP fibroblasts, GFP high-content imaging, set 2 | XiGFP mouse fibroblasts, % GFP-positive cells imaging, 3 d; cells co-treated with 5-aza-dC sensitizer; scaled so ellipticine positive control = 100% | activation, % at 7.58 µM | actives 0.055% (n = 360,000);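 active = mean normalized replicate activation at least 10% and every replicate at or above 10%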;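 also: 0% = median of on-plate neutral control wells and 100% = ellipticine 6 µM median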
#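 Assay system – SV40-immortalized XiGFP fibroblast cells, line 68-5-11 · Buffer or medium – DMEM supplemented with 5-aza-dC as sensitizing agent · Dosing – one concentration, pinned · Benchmarks – positive control ellipticine, 6 µM final · Times – 3 days compound exposure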
# RAD52 anneal inh: RAD52 DNA annealing inhibitors, primary screen, biochemical, FRET, single point, set 2 | DNA repair protein RAD52 homolog (Homo sapiens), P43351 | recombinant RAD52 DNA annealing, FRET fluorescence | inhibition, % at 18.7 µM | actives 0.46% (n = 360,000);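 active = every replicate showing at least 50% inhibition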
# Target sequence (P43351 whole entry, looked up): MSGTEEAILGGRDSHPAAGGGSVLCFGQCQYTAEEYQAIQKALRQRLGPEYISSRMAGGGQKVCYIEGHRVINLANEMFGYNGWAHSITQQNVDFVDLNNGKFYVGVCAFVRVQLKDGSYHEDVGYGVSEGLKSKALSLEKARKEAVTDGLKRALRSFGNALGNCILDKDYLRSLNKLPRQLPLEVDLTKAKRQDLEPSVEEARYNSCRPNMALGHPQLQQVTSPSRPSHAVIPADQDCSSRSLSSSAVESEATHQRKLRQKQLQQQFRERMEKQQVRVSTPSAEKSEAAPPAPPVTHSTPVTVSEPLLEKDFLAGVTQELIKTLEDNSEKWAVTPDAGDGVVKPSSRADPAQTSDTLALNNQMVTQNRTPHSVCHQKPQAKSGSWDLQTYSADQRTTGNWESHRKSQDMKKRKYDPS
# S100A4 MyoIIA: inhibitors of S100A4-myosin IIA peptide binding, primary screen, biochemical, fluorescence polarization, TAMRA-MyoIIA peptide | actives 0.14% (n = 360,000) | AID 652163, 2013 | inhibition, % at 10.7 µM;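 active = mean inhibition of at least 70% across replicates, with every replicate also reaching that level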
#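 incubation = readout 5 min after mixing, signal stable up to 60 min | system = S100A4 monomer protein | buffer or medium = HEPES pH 7.2 with CaCl2, KCl, NaCl, DTT, Triton | benchmarks = neutral control DMSO, positive control TFP | also added = fluorescent myosin IIA peptide, 5 nM | compound dosing = one concentration per compound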
# RAD54 inh: inhibitors of human RAD54 branch migration, primary screen, biochemical, fluorescence, single point | RAD54 Holliday junction branch migration, FAM/BHQ fluorescence | actives 0.14% (n = 360,000) | AID 602329, 2012 | DNA repair and recombination protein RAD54-like (Homo sapiens), Q92698 | inhibition, % at 10.4 µM;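 active = mean normalized replicate activity at least 40 and at least half of replicates scoring 40 or more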;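 also: 0% = median of neutral control wells and 100% = median of positive control wells; inhibitors cause a drop in the FAM fluorescence signal; in these data hits start at about 50%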
# * = called active by the depositor; . = not tested or not shown; & = joins results of further samples; ! = repeats disagree.
SMILES,FN deposit inh,EWS-Fli inh,E-selectin induc,esBAF inh,Xi reactivation,RAD52 anneal inh,S100A4 MyoIIA,RAD54 inh
COc1ccc(-n2nc(C(=O)NCC3CCCO3)c3ccccc3c2=O)cc1 (stereo not given),-1,30,.,0,0.0,-10,6,6
CC(=O)c1ccc(NC(=O)C(C)N(C)CC(=O)Nc2ccccc2Cl)cc1 (stereo not given),.,6,.,.,0.0,-16,-5,.
CCc1nc2ccc(C(=O)N3CCN(C)CC3)cn2c1N(C)CCCc1ccccc1,.,6,-0.2,0,0.1,-21,0,1
O=C(O)c1c(N2CCCCC2)ccc([N+](=O)[O-])c1N1CCCCC1,-2,-4,0.5,.,0.0,-11,-1,.
CCCCN1CCN=C1N(C)C,4,-5,-0.1,0,-0.2,1,-4,-1
O=C(/C=C/c1ccc2c(c1)OCO2)N1CCCCC1,1,-81,0.0,17,0.0,-9,-7,4
COc1ccc(S(=O)(=O)N(C)C[C@H]2Oc3ccc(NC(=O)Nc4cccc5ccccc45)cc3CC(=O)N([C@@H](C)CO)C[C@@H]2C)cc1,7,2,3.2,10,-0.1,3,-10,.
Cc1ccc(Cn2cccc2/C=C2/C(=N)N3C=CSC3=NC2=O)cc1,6,5,-0.4,.,-0.1,-47,-4,.
Cc1sc2ncn(CC(=O)NCCCN3CC(C)CC(C)C3)c(=O)c2c1S(=O)(=O)N1CC(C)CC(C)C1 (stereo not given),-2,9,.,4,0.1,-10,-3,-4
O=C(NCC1(c2ccccc2)CCOCC1)c1cccs1,.,1,.,.,0.1,-40,-8,.
O=C(COC(=O)c1cc2ccccc2cc1O)Nc1ccccc1F,-8,-2,7.1,1,-0.1,-3,-5,2
CCOC(=O)c1c(C)[nH]c(C)c1S(=O)(=O)N1CCC(c2ccccc2)C1 (stereo not given),-5,.,.,3,0.1,-13,-14,5
Cc1cccc(/C=N/NC(=O)c2ccc(NC(=O)c3ccccc3C)cc2)n1,-4,0,-6.1,2,0.4,-11,-2,-6
Cc1ccc(-n2nc3c(c2NC(=O)c2cc4ccccc4o2)CS(=O)(=O)C3)cc1,4,1,.,-8,0.3,-13,-11,13
C[C@H]1CN([C@@H](C)CO)C(=O)c2cc(/C=C/c3ccccc3)cnc2O[C@H]1CN(C)S(=O)(=O)c1ccccc1,-7,6,0.1,2,-0.1,-3,4,-1
C[C@@H]1CCCCO[C@@H](CN(C)Cc2ccncc2)[C@@H](C)CN([C@H](C)CO)C(=O)c2cc(NS(=O)(=O)c3ccc(Cl)cc3)ccc2O1,-6,-11,0.3,0,0.0,12,0,1
C[C@@H]1CCCCO[C@H](CN(C)C(=O)C2CCCCC2)[C@H](C)CN([C@H](C)CO)C(=O)c2cc(NC(=O)Nc3ccccc3)ccc2O1,.,-1,.,-2,.,7,-6,2
Cc1cc(Br)ccc1NC(=O)CCCOc1cc(=O)n(C)c2ccccc12,-5,8,0.9,8,0.0,-6,-1,-8
CNC(=O)C[C@H]1CC[C@H]2[C@H](COc3ccc(NC(=O)c4ccccc4F)cc3C(=O)N2C)O1,8,-11,1.9,2,0.1,.,.,6
O=C(NCC[C@H]1CC[C@H](NS(=O)(=O)c2ccc(F)cc2)[C@H](CO)O1)Nc1ccc(Cl)cc1,-4,-23,0.0,17,0.0,-12,-9,-6
Cc1ccsc1/C=N/N1CCOCC1,4,-8,0.2,.,0.0,-6,1,.
Cc1ccc(N2CC(C(=O)Nc3ccc(S(=O)(=O)NCC4CCCO4)cc3)CC2=O)cc1C (stereo not given),-11,.,.,1,0.4,-13,0,-1
Cc1noc(NS(=O)(=O)c2ccc(NC(=O)/C=C/c3ccc(Cl)cc3Cl)cc2)c1C,-7,0,-0.1,5,0.4,-11,-11,5
COc1cccc(OCC(=O)NCC2CCCO2)c1 (stereo not given),3,-8,.,3,-0.2,2,4,1
COCCn1c(SCC(=O)N2CCOCC2)nnc1-c1ccncc1,-4,-3,.,9,0.1,-2,-1,-2
O=C(Nc1ccccn1)c1ccc(Cl)c([N+](=O)[O-])c1,-6,0,.,.,0.1,-27,-1,.
Cc1nc(SC(C)C(=O)NC2CCCC2)c2ccccc2n1 (stereo not given),.,1,0.1,14,0.0,-43,-10,-2
N#Cc1cnc(SCC(=O)N2CCCC2)nc1N,.,.,-0.6,-6,0.1,-15,-2,11
COc1ccc(NC(=O)c2ccccc2Sc2ccc(NC(C)=O)nc2)cc1,2,-12,.,-4,0.0,0,6,2
NC(=O)CSc1oc(-c2ccco2)nc1S(=O)(=O)c1ccccc1,1,0,.,.,0.0,-39,12,-11

# Shown tab-delimited: entries from further up
SMILES	FN deposit inh	EWS-Fli inh	E-selectin induc	esBAF inh	Xi reactivation	RAD52 anneal inh	S100A4 MyoIIA	RAD54 inh
COc1cccc(OCC(=O)NCC2CCCO2)c1 (stereo not given)	3	-8	.	3	-0.2	2	4	1
COCCn1c(SCC(=O)N2CCOCC2)nnc1-c1ccncc1	-4	-3	.	9	0.1	-2	-1	-2

# Later entries:
SMILES,FN deposit inh,EWS-Fli inh,E-selectin induc,esBAF inh,Xi reactivation,RAD52 anneal inh,S100A4 MyoIIA,RAD54 inh
COc1ccc(/C=N/N2CCN(c3ccccc3)CC2)cc1Br,-4,-12,.,5,0.4,1,-3,-3
CCCNC(=O)N1[C@H](C#N)[C@H](c2ccccc2-c2cccc(OC)c2)[C@@H]1CO,-6,9,1.0,.,0.2,-2,-5,.
CCCc1c(C)nn(-c2ncccc2[N+](=O)[O-])c1C,.,-2,.,-3,0.3,-13,-3,-8
O=C(COc1ccc(-c2ccccc2)cc1)N1CCCC1,6,-27,-0.1,.,0.0,-10,3,-2
C=CCC[C@@H](Cc1ccc(F)cc1)C(=O)OCCNC(=O)[C@@H](CC=C)CC(=O)N(CCO)Cc1ccccc1,1,-4,-0.1,1,0.0,-18,0,-1
O=C(O)c1nc(-c2ccccc2)n(-c2ccccc2)n1,6,.,0.1,11,0.5,.,.,.
CCC(=O)N(C)C[C@H]1Oc2cc(C#C[C@H](C)O)ccc2S(=O)(=O)N([C@H](C)CO)C[C@H]1C,-6,1,-0.3,1,0.0,-9,0,-4
O=C(NCCN1C(=O)C2C3C=CC(C3)C2C1=O)N1CCOCC1 (stereo not given),4,-3,0.0,2,0.0,-3,5,-14
Cc1cc(-c2nn(-c3ccccc3F)cc2CN2CCCC(C(N)=O)C2)c(C)s1 (stereo not given),3,-12,.,-1,0.3,6,-1,-7
O=C(Nc1cccc(S(=O)(=O)NC2=NCCCCC2)c1)c1cc(-c2ccco2)nc2ccccc12,-3,18,.,-5,-0.1,7,0,.
CC(C)NC(=O)N1CCCCN2[C@H](CO)[C@@H](c3ccc(C#Cc4ccccc4F)cc3)[C@H]2C1,.,-11,-0.6,-1,0.0,22,3,12
O=C(C1CCCCC1)N1C[C@@H]2N[C@H](C1)C2c1ccc(-c2ccccc2F)cc1 (stereo not given in full),-25&10,6&-5,0.0&0.1,.,0.0&0.0,57*!,-6&20,.
COc1ccc(-c2nc(C(F)(F)F)c(OC)o2)cc1OC,-3,.,.,-8,-0.2,.,.,3
CN(C)CC(=O)N[C@H]1CC[C@H](CCNS(=O)(=O)c2ccccc2)O[C@H]1CO,1,6,0.0,-2,0.0,0,-7,6
CC(C)NC(=O)N(C)C[C@@H]1Oc2c(NC(=O)CCCCCC(=O)Nc3ccccc3N)cccc2C(=O)N([C@@H](C)CO)C[C@@H]1C,.,30,-15,.,0.0,2,15,.
CCCC(=O)Nc1ccc2c(c1)OC[C@H](C)N(Cc1nccs1)C[C@@H](C)[C@@H](OC)CN(C)C2=O,2,4,-0.2,0,-0.3,-9,-9,-1
CCOC(=O)C1=C(COC(=O)/C=C/c2ccc(F)cc2)NC(=O)NC1C (stereo not given),4,-1,0.1,-4,0.0,-5,1,-3
CN(C)N1C(N)=C(C#N)C(c2ccc(Br)cc2)C2=C1CC(C)(C)CC2=O (stereo not given),6,5,-0.1,3,0.0,-1,2,0
COCCCNC(=O)CCC(=O)NNc1nc2ccccc2c2nc(-c3ccccc3)nn12,9,-10,.,6,0.0,-9,-2,3
CCCN(CC(=O)Nc1ccccc1OC)C(=O)CSC(=S)N1CCCC1,1,-8,.,-2,0.2,-29,0,-2
CCC(=O)N1CC[C@H]2[C@@H]1c1cc(C#Cc3ccccc3OC)ccc1N(C)[C@H]2CO,1,5,0.0,13,0.2,-10,-11,7
CCC(=O)N1CC(=O)N2[C@@H](CO)[C@H](c3ccc(C#CCC(C)C)cc3)[C@@H]2C1,-1,-1,0.2,.,0.0,-5,1,.
C[C@]12c3[nH]c4ccc(Cl)cc4c3CCN1C(=O)[C@@H](CC(=O)NCCc1ccccn1)C[C@@H]2C(=O)N1CCCCC1,0,7,-0.2,-4,0.0,-20,1,-8
O=C(/C=C/c1ccc2ccccc2n1)N1CCN(S(=O)(=O)c2ccccc2F)CC1,0,10,-0.2,-16,.,-35,-6,.
CC(=O)C(Sc1ccc2nnc(-c3ccc(C)cc3)n2n1)C(C)=O,13,6,-0.1,-5,0.0,-4,-3,3
CO[C@@H]1CN(C)C(=O)c2ccc(NC(C)=O)cc2OC[C@@H](C)N(C(=O)C2CC2)C[C@H]1C,-15,1,0.2,-1,-0.4,-5,0,-4

# Among those listed so far, 9 contain an aryl methoxy group.
SMILES,FN deposit inh,EWS-Fli inh,E-selectin induc,esBAF inh,Xi reactivation,RAD52 anneal inh,S100A4 MyoIIA,RAD54 inh
COc1ccc(-n2nc(C(=O)NCC3CCCO3)c3ccccc3c2=O)cc1 (stereo not given),-1,30,.,0,0.0,-10,6,6
COc1ccc(S(=O)(=O)N(C)C[C@H]2Oc3ccc(NC(=O)Nc4cccc5ccccc45)cc3CC(=O)N([C@@H](C)CO)C[C@@H]2C)cc1,7,2,3.2,10,-0.1,3,-10,.
COc1cccc(OCC(=O)NCC2CCCO2)c1 (stereo not given),3,-8,.,3,-0.2,2,4,1
COc1ccc(NC(=O)c2ccccc2Sc2ccc(NC(C)=O)nc2)cc1,2,-12,.,-4,0.0,0,6,2
COc1ccc(/C=N/N2CCN(c3ccccc3)CC2)cc1Br,-4,-12,.,5,0.4,1,-3,-3
CCCNC(=O)N1[C@H](C#N)[C@H](c2ccccc2-c2cccc(OC)c2)[C@@H]1CO,-6,9,1.0,.,0.2,-2,-5,.
COc1ccc(-c2nc(C(F)(F)F)c(OC)o2)cc1OC,-3,.,.,-8,-0.2,.,.,3
CCCN(CC(=O)Nc1ccccc1OC)C(=O)CSC(=S)N1CCCC1,1,-8,.,-2,0.2,-29,0,-2
CCC(=O)N1CC[C@H]2[C@@H]1c1cc(C#Cc3ccccc3OC)ccc1N(C)[C@H]2CO,1,5,0.0,13,0.2,-10,-11,7
